Assay outcomes: PubChem BioAssay, National Center for Advancing Translational Sciences (NCATS)
Glioma ERSR ind: inducers of ER stress response in human glioma cells. U87-MG GRP78 promoter luciferase reporter, 16 h. Potency, µM, for inactives: top-dose activation, most hits filed as activators. 0.02% of 420,000 active. AID 602332; also: potency is read from the fitted curve at half-maximal effect; series mostly up to about 76 µM; % of control where 0% means no effect; nearly all actives have a fitted effect of over 35% in size
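Stably transfected U87-MG glioma cells carrying a GRP78-based luciferase sensor; 16 h compound incubation. Luminescence end-point read 10 min after Bright-Glo addition at room temperature.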
LDHA block: blocks human lactate dehydrogenase A | P00338 | purified LDHA, NADH/diaphorase-resazurin fluorescence; hits give low values | activity change, % (values are at about 110 or 230 µM) | 0.15% of 480,000 active | AID 1347041; in the data active = activity change below about -30%; inconclusive = mostly about -25% to -30%;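 also: plate controls were DMSO wells for no effect and wells without enzyme for full effect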
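Resorufin fluorescence (ex540/em590), read at 0 and 20 min after diaphorase/resazurin addition, reports the NADH left after a 5 min room-temperature reaction of 2 nM human LDH5 with 0.06 mM NADH and 0.2 mM pyruvate.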
Vif-A3G inh: blocks the Vif interaction with human APOBEC3G; Q9HC16; HeLa A3G-eYFP + Vif (tagged APOBEC3G with the HIV-1 protein that degrades it), YFP fluorescence, overnight; Potency, µM (top dose mostly 46.1 µM), for the others: at the top dose activity, negative = active, most hits filed as inhibitors; 0.076% of 410,000 active; AID 602310;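 also: potency is read from the fitted curve at half-maximal effect; % is scaled to controls: 0 for no effect and ±100 for the full control effect; nearly all actives have a fitted effect of over 60% in size; hits raise eYFP signal because A3G escapes Vif-driven loss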
Target sequence (Q9HC16 whole entry, looked up): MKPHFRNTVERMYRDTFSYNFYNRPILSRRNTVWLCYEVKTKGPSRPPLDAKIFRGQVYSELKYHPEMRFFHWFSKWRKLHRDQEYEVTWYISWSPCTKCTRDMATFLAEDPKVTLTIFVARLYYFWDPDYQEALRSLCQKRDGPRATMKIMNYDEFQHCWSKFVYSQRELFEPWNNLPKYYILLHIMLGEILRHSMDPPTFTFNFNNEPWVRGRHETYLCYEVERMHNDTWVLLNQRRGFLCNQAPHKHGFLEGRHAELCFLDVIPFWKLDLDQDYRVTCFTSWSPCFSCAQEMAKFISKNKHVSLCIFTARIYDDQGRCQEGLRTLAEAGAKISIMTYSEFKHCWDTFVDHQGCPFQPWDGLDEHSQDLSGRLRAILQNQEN
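Read-out is eYFP fluorescence (Ex 488/Em 500-530) from Vif-expressing HeLa A3G-eYFP cells; more signal means A3G escaped Vif-mediated degradation. Cells plated overnight, compound pinned in, incubated overnight at 37 deg C.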
ERG-DNA inh: ERG Ets/DNA interaction inhibition | P11308 | fluorescence polarization, His-ERG Ets domain / labelled DNA | 0.028% of 370,000 active | AID 624246 | Potency, µM (top dose mostly 76.9 µM), for inactives: at the top dose FP activity, negative = inhibition, actives largely listed as inhibitors; active = well fitted inhibition curve with a large enough effect in the polarisation, with a control signal flat; inconclusive = small, poorly fitted or top-dose-only effect, or effect the other way, or a change in a side signal; inactive = no such curve, though single readings can be large or run the other way; the % refers to the polarisation;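 also: polarization taken with two DNA probes labelled with fluorescein and Texas red; potency is read from the fitted curve at half-maximal effect; % of control where 0% means no effect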
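His-tagged ERG Ets domain (1 uM in the protein solution; 300mM KCl, 50mM Tris-HCl, 1mM EDTA, 1mM DTT, pH 7.5) received compound, then a probe mix of 5 nM fluorescein-DNA and 100nM Texas-615-DNA. Fluorescence polarization was read for both dyes.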
RGS4 inhibitor: human RGS4 inhibition. P49798. Transcreener GDP fluorescence polarization, RGS4-accelerated GTP hydrolysis. Potency, µM (top dose mostly 114 µM), without a hit: at the highest dose activity change, negative = inhibition, usual class: inhibitors. 0.039% of 390,000 active; also: potency is read from the fitted curve at half-maximal effect; % is scaled to controls: 0 for no effect and ±100 for the full control effect; nearly all actives have a fitted effect of over 75% in size; some results filed as inactive show a strong effect at the top dose
Target sequence (P49798 whole entry, looked up): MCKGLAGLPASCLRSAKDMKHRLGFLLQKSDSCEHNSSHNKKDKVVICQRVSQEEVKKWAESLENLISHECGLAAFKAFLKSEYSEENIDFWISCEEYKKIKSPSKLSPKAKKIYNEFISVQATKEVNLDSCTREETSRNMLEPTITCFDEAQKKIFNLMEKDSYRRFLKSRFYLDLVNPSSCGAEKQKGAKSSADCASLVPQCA
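MLSMR compounds (23 nl, pin-transferred) preincubated 10 min at room temperature with a 500nM (2x) first reagent, then RGS4 at 900nM (2x) plus Transcreener GDP mix added; fluorescence polarization (620/688 nm) read before and after 90 min at 30 °C.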
D2 ag: D2 dopamine receptor (human) agonism. activation, % at 2 µM. 0.53% of 340,000 active. HEK293 T-REx D2 cells, calcium flux agonist mode. P14416. AID 485358;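 active = activation over 3 SD above normal in the single-dose calcium agonist read, cut at about 30% in these data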; also: 0% is about no effect
Target sequence (P14416 whole entry, looked up): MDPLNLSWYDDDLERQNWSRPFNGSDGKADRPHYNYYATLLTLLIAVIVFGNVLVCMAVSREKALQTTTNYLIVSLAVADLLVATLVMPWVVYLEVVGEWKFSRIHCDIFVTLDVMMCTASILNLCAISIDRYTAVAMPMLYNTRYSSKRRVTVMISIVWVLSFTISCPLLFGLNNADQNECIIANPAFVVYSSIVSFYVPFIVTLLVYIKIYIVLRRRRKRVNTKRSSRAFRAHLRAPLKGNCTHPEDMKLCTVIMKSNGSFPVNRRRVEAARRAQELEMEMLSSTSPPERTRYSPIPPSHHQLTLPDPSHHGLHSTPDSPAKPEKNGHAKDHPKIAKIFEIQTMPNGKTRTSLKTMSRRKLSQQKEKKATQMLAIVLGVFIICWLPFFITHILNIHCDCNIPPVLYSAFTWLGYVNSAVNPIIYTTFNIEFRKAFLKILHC
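Tetracycline-induced HEK293 Trex cells with D2 receptor force-coupled to calcium signaling, plated overnight at 30 C and loaded with no-wash calcium dye. Calcium flux read kinetically for 180 s after compound addition; responses flag agonists.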
ALOX12 inh: ALOX12 (human) lipoxygenase inhibition | P18054 | 1.1% of 580,000 active | Potency, µM (series often up to 108 µM), inactives show at the top dose activity change, negative = inhibition, actives largely listed as inhibitors | AID 1671190 | purified 12hLO, xylenol orange hydroperoxide absorbance; also: potency is read from the fitted curve at half-maximal effect; % is scaled to controls: 0 for no effect and ±100 for the full control effect
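Hydroperoxide product was detected by ferrous iron/xylenol orange as the 573 to 405 nm absorbance ratio. Arachidonic acid at 40 uM (final) was turned over for 30 min at room temperature by 150 nM human 12hLO, pH 7.0 Hepes buffer, after 15 min compound preincubation.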
Vif-APOBEC3F blk: inhibitors of Vif-A3F interaction | Potency, µM (highest dose often 46.1 µM), inactives show top-dose activity, negative = active | HeLa A3F-eYFP + Vif (tagged APOBEC3F with the HIV-1 protein that degrades it), YFP fluorescence increase | AID 602313 | 0.2% of 390,000 active; also: potency is read from the fitted curve at half-maximal effect; % of control where 0% means no effect; nearly all actives have a fitted effect of over 65% in size
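HeLa cells stably expressing A3F-eYFP plus Vif, plated and incubated overnight at 37 deg C, then exposed to compounds overnight at 37 deg C. Blocked degradation read as raised yellow fluorescence (Ex 488/Em 500-530).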
D2 antag: antagonists of human D2 dopamine receptor; HEK293 TREx D2 cells, calcium flux, dopamine EC80; inhibition, % at 10 µM; 2% of 340,000 active; AID 485344; in the data active = inhibition above about 30%; also: 0% is about no effect
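In this primary screen, negative modulation is detected by tracking calcium flux after an EC80 dopamine challenge in inducible HEK293 T-REx D2 cells preexposed to test compound for 180 s.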
An asterisk follows results filed as active; [ ] = another dose, or the depositor's remark. Unless noted, calls follow the shape of the dose curve; as a rule, active = well fitted curve in the direction sought with a large enough effect; inconclusive = small, poorly fitted or top-dose-only effect, or another doubt; inactive = no such curve, though single readings can be large; an effect the other way counts as inactive or inconclusive. These rows are one share of the data. The share of hits here may be higher or lower than overall.

What do the screens show for `COc1ccccc1OCCCCn1c(C2CC(=O)N(c3ccccc3Cl)C2)nc2ccccc21` (stereo not drawn)?
Glioma ERSR ind: -1%; LDHA block: -5; Vif-A3G inh: -4%; ERG-DNA inh: 2%; RGS4 inhibitor: 17%; D2 ag: 0.0; ALOX12 inh: -18%; Vif-APOBEC3F blk: 0%

Results for CCn1cc(CN2CCC(n3nccc3NC(=O)c3ccccc3C)CC2)c(C)n1 ?
Glioma ERSR ind: -2%; LDHA block: -11; Vif-A3G inh: 1%; ERG-DNA inh: 3%; RGS4 inhibitor: -6%; D2 ag: 0.6; ALOX12 inh: 2%; Vif-APOBEC3F blk: 10%; D2 antag: 15

Results for O=C(CCN1C(=O)c2ccccc2Sc2ncccc21)Nc1ccc(F)cc1F ?
Glioma ERSR ind: -2%; LDHA block: -4; Vif-A3G inh: -2%; ERG-DNA inh: 0%; RGS4 inhibitor: 24%; D2 ag: 0.6; ALOX12 inh: -23%; Vif-APOBEC3F blk: -10%

What do the screens show for `COc1cc(C)c(S(=O)(=O)N2CCOCC2)cc1C`?
Glioma ERSR ind: -3%; LDHA block: -5; Vif-A3G inh: 2%; RGS4 inhibitor: -4%; D2 ag: -1.2; ALOX12 inh: -23%; Vif-APOBEC3F blk: -4%; D2 antag: 10

What do the screens show for `COc1ccc2sc(-c3ccccc3OC)c(C#Cc3cncn3C)c2c1`?
Glioma ERSR ind: -4%; LDHA block: 10; Vif-A3G inh: -11%; ERG-DNA inh: -3%; RGS4 inhibitor: -35%; ALOX12 inh: 9%; Vif-APOBEC3F blk: inconclusive

What do the screens show for `CCOC(=O)Cn1c(=O)n(-c2ccc(Cl)cc2)c2nc(-c3ccc(Cl)cc3)nc(C(N)=O)c21`?
Glioma ERSR ind: -3%; LDHA block: -10; Vif-A3G inh: 0%; ERG-DNA inh: 0%; RGS4 inhibitor: -10%; D2 ag: 0.8; ALOX12 inh: -7%; Vif-APOBEC3F blk: 1%

Results for O=C1NCCc2cc3c(cc21)OCO3 ?
Glioma ERSR ind: -3%; LDHA block: 10; Vif-A3G inh: 2%; ERG-DNA inh: 11%; RGS4 inhibitor: -9%[11.4 µM]; D2 ag: 0.9; ALOX12 inh: 0%[57.4 µM]; Vif-APOBEC3F blk: -3%; D2 antag: 5

What do the screens show for `CS(=O)(=O)N(CC(=O)Nc1ccc(S(=O)(=O)N2CCOCC2)cc1)c1ccccc1Br`?
Glioma ERSR ind: -3%; LDHA block: -11; Vif-A3G inh: -1%; ERG-DNA inh: 1%; RGS4 inhibitor: 4%; D2 ag: 2.4; ALOX12 inh: -9%; Vif-APOBEC3F blk: 1%; D2 antag: -6

Results for Cc1occc1C(=O)N1CCCC(N2CCN(c3cccc(Cl)c3)CC2)C1 (stereo not drawn) ?
Glioma ERSR ind: -2%; LDHA block: -4; Vif-A3G inh: 0%; ERG-DNA inh: -15%; RGS4 inhibitor: 18%; D2 ag: 0.9; ALOX12 inh: 1%; Vif-APOBEC3F blk: -9%; D2 antag: 4

What do the screens show for `CC(C)CNC(=O)c1cccc(NC(=O)C(C)Oc2ccccc2)c1` (stereo not drawn)?
Glioma ERSR ind: -2%; LDHA block: -1; Vif-A3G inh: -9%; ERG-DNA inh: -10%; RGS4 inhibitor: inconclusive; D2 ag: -0.1; ALOX12 inh: -5%; Vif-APOBEC3F blk: -1%; D2 antag: 0

Results for OCC[C@H]1C[C@H](O)[C@@H](O)[C@@]2(Cc3ccccc3CCO2)O1 ?
Glioma ERSR ind: 1%; LDHA block: -1; Vif-A3G inh: 3%; ERG-DNA inh: -1%; RGS4 inhibitor: 12%; ALOX12 inh: 4%; Vif-APOBEC3F blk: -1%

How did O=C1c2ccccc2C(O)N1Cc1ccccc1 (stereo not drawn) do in these assays?
Glioma ERSR ind: 0%; LDHA block: -5; Vif-A3G inh: 0%; ERG-DNA inh: 1%; RGS4 inhibitor: 7%; D2 ag: -0.1; ALOX12 inh: -14%; Vif-APOBEC3F blk: -2%; D2 antag: -18

Results for Cc1ccc(N(CC(=O)NCc2ccco2)C(=O)CCC(=O)Nc2ccccn2)cc1C ?
Glioma ERSR ind: -2%; LDHA block: -3; Vif-A3G inh: -1%; ERG-DNA inh: 11%; RGS4 inhibitor: 7%; D2 ag: -0.1; ALOX12 inh: inconclusive; Vif-APOBEC3F blk: -1%; D2 antag: -6

What do the screens show for `COc1cc(S(=O)(=O)NCCCN2CCOCC2)ccc1-n1cnnn1`?
Glioma ERSR ind: -5%; LDHA block: -17; Vif-A3G inh: 0%; ERG-DNA inh: 7%; RGS4 inhibitor: 1%; D2 ag: 2.0; ALOX12 inh: -14%; Vif-APOBEC3F blk: 15%; D2 antag: -32

How did O=C(NCCC(F)(F)F)C1Cc2c(-c3ccc(Cl)cc3)ccnc2O1 (stereo not drawn) do in these assays?
Glioma ERSR ind: 1%; LDHA block: -1; Vif-A3G inh: -15%; ALOX12 inh: -24%

What do the screens show for `CC(NCc1ccc(F)cc1)C(=O)Nc1cc(S(=O)(=O)N2CCCCC2)ccc1Cl` (stereo not drawn)?
Glioma ERSR ind: -1%; LDHA block: 0; Vif-A3G inh: -4%; ERG-DNA inh: -2%; RGS4 inhibitor: -37%; D2 ag: -0.9; ALOX12 inh: 24%; Vif-APOBEC3F blk: -11%; D2 antag: 10

What do the screens show for `Cc1nc2nc(SCC(=O)O)nn2c(C)c1Cc1ccccc1Cl`?
Glioma ERSR ind: -2%; LDHA block: -1; Vif-A3G inh: -1%; ERG-DNA inh: -4%; RGS4 inhibitor: 8%; D2 ag: -0.4; ALOX12 inh: -12%; Vif-APOBEC3F blk: 6%; D2 antag: 9

How did Cc1nc(N2CCN(c3ccccn3)CC2)c2c(C)c(C(=O)Nc3ccccc3F)sc2n1 do in these assays?
Glioma ERSR ind: -2%; LDHA block: -4; Vif-A3G inh: 0%; ERG-DNA inh: -6%; RGS4 inhibitor: -26%; D2 ag: -1.3; ALOX12 inh: 0%; Vif-APOBEC3F blk: 4%; D2 antag: 4

What do the screens show for `CN1C(=S)SC(/[N+]([O-])=C\c2ccccc2)C1(C)C` (stereo not drawn)?
Glioma ERSR ind: 0%; LDHA block: 5; Vif-A3G inh: -6%; ERG-DNA inh: -11%; RGS4 inhibitor: -6%; D2 ag: 0.6; ALOX12 inh: 0%; D2 antag: 5

How did CCC(C)NC(=O)C1(NC(=O)Nc2ccccc2)CCCCC1 (stereo not drawn) do in these assays?
Glioma ERSR ind: -2%; LDHA block: -3; Vif-A3G inh: 1%; ERG-DNA inh: -11%; RGS4 inhibitor: -56%[56.9 µM]; D2 ag: -0.3; ALOX12 inh: 309%[activator]; Vif-APOBEC3F blk: 5%; D2 antag: 11

Results for S=C(Nc1ccccc1)Nc1ccc(Br)cc1 ?
Glioma ERSR ind: 1%; LDHA block: -11; Vif-A3G inh: -16%; ERG-DNA inh: -9%; RGS4 inhibitor: -24%; D2 ag: 0.7; ALOX12 inh: -28%; Vif-APOBEC3F blk: -6%; D2 antag: -2

How did CC(=O)Oc1cccc(C2C3=C(CC(C)(C)CC3=O)Nc3ccccc3N2C(C)=O)c1 (stereo not drawn) do in these assays?
Glioma ERSR ind: 0%; LDHA block: -10; Vif-A3G inh: -6%; ERG-DNA inh: -2%; RGS4 inhibitor: 8%; D2 ag: -0.7; ALOX12 inh: 0%; Vif-APOBEC3F blk: 3%; D2 antag: 4

Results for CCCCNC(=O)Cn1c(SCc2cccc(Cl)c2)nc2ccncc21 ?
Glioma ERSR ind: -1%; LDHA block: 0; Vif-A3G inh: 1%; RGS4 inhibitor: 3%

What do the screens show for `CCOC(=O)c1[nH]c2ccc(OCC)cc2c1NC(=O)CN1CCC2(CC1)OCCO2`?
Glioma ERSR ind: -5%; LDHA block: -4; Vif-A3G inh: -9%; ERG-DNA inh: 3%; RGS4 inhibitor: 5%; D2 ag: -1.9; ALOX12 inh: 338%[activator]; Vif-APOBEC3F blk: -14%; D2 antag: 14

What do the screens show for `CCOC(=O)c1c(C)[nH]c(C)c1C(=O)CSc1nc2ccccc2n1CC`?
Glioma ERSR ind: -1%; LDHA block: 0; Vif-A3G inh: -5%; ERG-DNA inh: 9%; RGS4 inhibitor: 8%; D2 ag: -1.5; ALOX12 inh: -5%; Vif-APOBEC3F blk: 1%; D2 antag: 11

What do the screens show for `CCN(CC)CCN1C(=O)C(=O)/C(=C(/O)c2c(C)[nH]c(C(=O)OC)c2C)C1c1ccco1` (stereo not drawn)?
Glioma ERSR ind: -6%; LDHA block: 14; Vif-A3G inh: 0%; ERG-DNA inh: -8%; RGS4 inhibitor: 3%; D2 ag: 0.2; ALOX12 inh: inconclusive; Vif-APOBEC3F blk: -10%; D2 antag: -16

What do the screens show for `CCN1CCN(c2cc(C)c3cc(NC(=O)c4cccc(C(F)(F)F)c4)ccc3n2)CC1`?
Glioma ERSR ind: -2%; LDHA block: -2; Vif-A3G inh: 2%; ERG-DNA inh: 0%; RGS4 inhibitor: -8%; ALOX12 inh: -16%; Vif-APOBEC3F blk: 0%

What do the screens show for `CCC(=O)c1ccc(OCC(=O)OC(C)C(=O)Nc2c(C)n(C)n(-c3ccccc3)c2=O)cc1` (stereo not drawn)?
Glioma ERSR ind: -3%; LDHA block: 0; Vif-A3G inh: -1%; ERG-DNA inh: 2%; RGS4 inhibitor: -11%; ALOX12 inh: -27%; Vif-APOBEC3F blk: 4%
